Screening results as filed in PubChem BioAssay.
NOD1 NF-kB reporter = NOD1 signaling inhibitors, primary screen, cell-based, luminescence, uHTS (AID 1578) | NOD1-driven NF-kB luciferase reporter cells, luminescence; higher % means a stronger effect | inhibition, % at 4 µM; hits with a dose series show EC50 in µM | 290,000 tested, 1% active; in the data active = inhibition mostly above about 36%, no sharp cut-off; inactive = mostly below about 34%;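 also: HEK-293T reporter cells stimulated with the NOD1 agonist gamma-tri-DAP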
HEK293 NOD2/NF-kB = NOD2 signaling inhibitors, cell-based, luminescence, uHTS, HEK293 (AID 1566); inhibition, % at 4 µM; hits with a dose series show EC50 in µM; HEK293 NOD2/NF-kB luciferase reporter, luminescence; higher % means a stronger effect; 290,000 tested, 0.63% active; in the data active = inhibition above about 50%; also: many of its hits are not listed in these tables
Active calls of the source: *. Some of the compounds tested, so the mix of outcomes need not match the whole.

Molecule	NOD1 NF-kB reporter	HEK293 NOD2/NF-kB
COc1ccc(NC(C)C(=O)N/N=C/c2c(O)ccc3ccccc23)cc1 (centres undefined)	4%	42%
Cc1ccc(OCc2cc(C(=O)N3CCCCCCC3)no2)cc1C	6%	-18%
COC(=O)c1ccc(C2/C(=C(\O)c3ccc4c(c3)OCCO4)C(=O)C(=O)N2CCCN2CCOCC2)cc1 (centres undefined)	-19%	16%
CCOC(=O)N1CCN(C(=O)c2cc(COc3cccc(C(C)=O)c3)on2)CC1	-11%	-3%
O=C(CCNC(=O)N1CCn2c1nc1ccccc12)NCc1ccc(Cl)cc1	-27%	16%
Cn1cnnc1SCC(=O)NC1CCCC1	1%	7%
CCNc1nc(NCC)nc(N/N=C/c2ccccc2)n1	-16%	-17%
O=C(CCn1c(=S)[nH]c2ccccc2c1=O)N1CCCCC1	-1%	21%
COc1ccc(S(=O)(=O)N(C)CC(=O)NC2CC2)cc1OC	-36%	1%
CCOc1ccc(NC(=O)Cn2nnc(C(=O)NCc3cccs3)c2N)cc1	-23%	-4%
COc1ccccc1NC(=O)CSCc1cc(=O)n2c(C)csc2n1	4%	7%
CCn1c(=O)c2sccc2n2c(CCCC(=O)NCCc3ccc(S(N)(=O)=O)cc3)nnc12	1%	20%
CC(=O)c1cc(C)ccc1OC(=O)c1ccncc1	-27%	7%
Fc1ccccc1-c1nc(-c2ccncc2)no1	-56%	-37%
COc1ccc(C(C(=O)NC(C)(C)C)N(C(=O)CNC(=O)c2cccs2)c2cccnc2)cc1OC (centres undefined)	-21%	5%
O=C(OCC(=O)N1CCOCC1)c1ccc(F)cc1Cl	23%	-3%
O=C(c1ccc(NC2=NC3CS(=O)(=O)CC3S2)cc1)N1CCN(c2ccc([N+](=O)[O-])cc2)CC1 (centres undefined)	10%	-1%
COc1cc(OC)cc(C(=O)NCCNc2nc3cc(C)cc(C)c3cc2C#N)c1	-22%	20%
Cc1ccc(S(=O)(=O)NC(=O)COc2cc(C)ccc2C(C)C)cc1	-9%	15%
Cc1ccc(-c2cc(C(=O)N/N=C/c3ccc(Cl)cc3)n[nH]2)o1	23%	3%
CCn1c(SC(C)C(=O)Nc2nccs2)nnc1-c1ccncc1 (centres undefined)	-19%	7%
COCCn1c(SCC(=O)Nc2cccc(F)c2)nc2c(c1=O)SCC2	-6%	4%
COc1ccc(S(=O)(=O)NC2CC2)cc1Br	-8%	5%
O=[N+]([O-])c1ccc(Cl)c(-c2ccc(/C=N/n3cnnc3)o2)c1	-1%	-4%
CCc1cc(=O)oc2cc(OCC(=O)NCc3ccccn3)ccc12	-15%	20%
O=C(Nc1ccc(S(=O)(=O)N2CCOCC2)cc1)c1cccc(Br)c1	2%	11%
Cc1onc(-c2ccccc2)c1C(=O)Nc1sccc1C#N	13%	23%
O=C(CCNC(=O)C1CCN(S(=O)(=O)c2ccc(F)cc2)CC1)Nc1ccccc1	-14%	-11%
COc1ccc(C2C(C(C)=O)=C(O)C(=O)N2c2ccc(F)cc2)cc1 (centres undefined)	-10%	-14%
CC(=O)N1CCc2c(sc(NC(=O)Cc3ccccc3)c2C(N)=O)C1	-5%	8%
Oc1ccccc1/C=N/NC(=S)NCCc1ccccc1	-11%	-29%
CN(C)c1ccc(NC(=O)c2ccc(N3CCOCC3)nc2)cc1	-51%	-16%
CCOC(=O)c1sc2nc(C)nc(NCc3ccccc3OC)c2c1C	23%	42%
Cc1cc(C)n(CCCNC(=O)CCNS(=O)(=O)c2ccccc2C(F)(F)F)n1	-20%	2%
COc1ccc(CNC(=O)C2CCC(CNS(=O)(=O)c3cccs3)CC2)cc1 (centres undefined)	10%	-5%
CC[C@@H]1[C@H]2CCCC(=O)N3CC[C@@H](C[C@@H]1OC(=O)NCc1ccccc1)[C@@H]23	-7%	10%
Cc1ccc(NS(=O)(=O)c2cc(Br)cnc2N)c(Cl)c1	4%	18%
COc1ccccc1/C=C/C(=O)NC(=S)N1CCN(C)CC1	-33%	-11%
O=S(=O)(NCCCSc1ccccc1)c1ccccc1F	-1%	18%
CC1C(=O)Nc2ccc(S(=O)(=O)Nc3ccccc3Br)cc2NC1=O (centres undefined)	-6%	13%
O=C(c1ccc(F)cc1)N1CCN(S(=O)(=O)c2ccc(Br)cc2)CC1	-18%	21%
COc1ccccc1C1C(C(N)=O)=C(C)Nc2nc(CCCO)nn21 (centres undefined)	-1%	14%
Cn1c(SCC(=O)Nc2ccc(F)cc2)nnc1C1CC1	-41%	16%
CCc1ccccc1OCCCCN1CCCCC1	-24%	-20%
CCC(C)(C)C1CCC(NC(=O)N2CCN(c3ccccc3O)CC2)CC1 (centres undefined)	35%	12%
COc1ccc(OCC(=O)Nc2ccc(NC(=O)c3ccccc3Cl)c(OC)c2)cc1	-17%	6%
O=C(Nc1cccc(Cl)c1)c1cc(-c2ccco2)on1	-79%	-114%
CCOc1cc(/C=N/Nc2nc(C)cc(=O)[nH]2)ccc1O	-20%	5%
Cc1c(C(=O)N(CCC#N)c2ccccc2)sc2nc3n(c(=O)c12)CCCC3	5%	13%
CC1CCC(CN2CCN=C2Nc2ccccc2)CC1 (centres undefined)	-12%	1%
O=S(=O)(NCCc1ccccc1)c1cnc(Cl)c(Br)c1	-19%	0%
COc1cccc(CNCC2CCCO2)c1 (centres undefined)	-17%	6%
Cc1ccc(CNC(=O)CN2CCN(c3ccc(F)cc3)CC2)cc1	-39%	-19%
COc1ccc(N2CCN(c3ccc(C(=O)O)cc3[N+](=O)[O-])CC2)cc1	-20%	-4%
C=CCN(CC=C)Cc1cc(=O)n2c(-c3ccccc3)csc2n1	11%	-21%
CCOc1ccccc1CN1CCCC(C(=O)c2ccc(OC)c(OC)c2)C1 (centres undefined)	0%	1%
C/C=C(\C)CN1CCC(n2nccc2NC(=O)CCOc2ccccc2)CC1	14%	4%
CS(=O)(=O)N1CCc2cc(C(=O)Nc3cccc([N+](=O)[O-])c3)ccc21	-8%	22%
NS(=O)(=O)c1ccc(NC(=O)c2cc(-c3cc(Cl)ccc3O)n[nH]2)cc1	3%	0%
O=C(CCn1c(=O)c2cccn2c2ccc(F)cc21)NCc1cccc(F)c1	-38%	13%

(listing goes on)
smiles	NOD1 NF-kB reporter	HEK293 NOD2/NF-kB
CCn1cc(Cl)c(C(=O)NNC(=O)CCn2ccc([N+](=O)[O-])n2)n1	-15%	6%
CCOc1nc(C)cc(C)c1S(=O)(=O)c1cccc(Cl)c1	-2%	7%
Cc1cc(C)c2nc(NC(=O)c3ccco3)sc2c1	-74%	-164%
Cn1c(=O)[nH]c2c(nc(-c3ccc(Cl)cc3)n2C)c1=O	-4%	2%
CN(C)S(=O)(=O)c1cccc(C(=O)Nc2ccccc2N2CCCCC2)c1	-14%	20%
Cc1csc(C(=O)O)c1NC(=O)c1c(Cl)cccc1Cl	3%	22%
O=C(c1ccco1)N1CCc2[nH]nc(-c3ccccc3)c2C1	-22%	24%
CCOc1ccc(NC(=O)CN2C(=O)COc3ccccc32)cc1	16%	5%
COc1cc(NC(=O)c2cc([N+](=O)[O-])ccc2NC(=O)CNCc2ccccn2)cc(OC)c1	-6%	12%
Cc1c(S(=O)(=O)N2CC(C)CC(C)C2)c(=O)n(C)c(=O)n1C (centres undefined)	-24%	-5%
CCN(CCCNC(=O)CNC(=O)c1nn(-c2ccc(OC)cc2OC)c(=O)c2ccccc12)c1cccc(C)c1	-10%	11%
O=C(NC(=S)NNC(=O)c1ccco1)c1ccccc1	-26%	-3%

3 structures out of the list, sorted by molecular weight, smallest number first.
smiles	NOD1 NF-kB reporter	HEK293 NOD2/NF-kB
O=C(NC(=S)NNC(=O)c1ccco1)c1ccccc1	-26%	-3%
Cn1c(=O)[nH]c2c(nc(-c3ccc(Cl)cc3)n2C)c1=O	-4%	2%
CCOc1nc(C)cc(C)c1S(=O)(=O)c1cccc(Cl)c1	-2%	7%

(listing goes on)
smiles	NOD1 NF-kB reporter	HEK293 NOD2/NF-kB
COc1ccc(CN2CCC(=O)N([C@H](CO)CC(C)C)CC2)cc1OC	-1%	11%
COc1ccc(CCNC(=O)CCn2c(=O)c3cccn3c3ccc(F)cc32)c(OC)c1OC	-13%	20%
O=C(N=C1SC2CS(=O)(=O)CC2N1CCc1ccccc1)C1CCCCC1 (centres undefined)	-23%	5%
O=C(Nc1nncs1)c1cc(S(=O)(=O)N2CCOCC2)ccc1Cl	-15%	0%
CC1CN(/C=C/C=O)C(C)CC1OC(=O)c1ccccc1 (centres undefined)	-9%	7%
Cc1n[nH]c(C)c1CCCCOc1ccccc1F	-12%	28%
C=CCn1c(O)c(N=NC(=O)CNC(=O)c2ccncc2)c2ccccc21	-8%	0%
COCCn1c(=O)[nH]c2cc(C(=O)N3CCN(c4ccc(OC)cc4)CC3)ccc2c1=O	-1%	6%
CN1C(=O)c2cccc3c(S(=O)(=O)N(C)C)ccc1c23	-10%	-8%
CCC(C)Sc1nnc(NS(=O)(=O)Cc2ccccc2)s1 (centres undefined)	-15%	-3%
CS(=O)(=O)N1CCN(c2ccc(NC(=O)COc3ccccc3[N+](=O)[O-])cc2)CC1	2%	20%
O=S(=O)(NCc1nc2ccccc2[nH]1)c1ccccc1	-22%	-4%
COc1ccc(C(=O)Nc2c(N)nc(SCC(=O)NCC3CCCO3)[nH]c2=O)cc1OC (centres undefined)	-28%	7%
Cc1nc(CN(C)C(=O)CC2C(=O)NCCN2Cc2ccc(F)cc2)cs1 (centres undefined)	-5%	1%
CC(C)C(NS(=O)(=O)c1ccc2c(c1)C(C)(C)C(=O)N2C)C(=O)NCc1ccccc1Cl (centres undefined)	-17%	2%
O=[N+]([O-])/C=C1\C=CC=CN1Cc1ccc(Cl)cc1	-8%	-14%
CCOc1ccc(C(=O)NCC(=O)NCCCn2nc(C)cc2C)cc1OCC	-30%	3%
O=C(CN1C(=O)COc2ccccc21)NC1CCCC1	-36%	-10%
CC(=O)c1c[nH]c(C(=O)NCc2ccccc2Cl)c1	-13%	-1%
CC(=O)NC(Cc1cccc(F)c1)C(=O)NC1CCN(C(=O)Nc2ccccc2)CC1 (centres undefined)	-8%	2%
CN(c1ccc(C(=O)N2CCN(c3ccccc3F)CC2)cc1)S(=O)(=O)c1ccccc1	-12%	7%
CCC(C(=O)NCCCc1ccccc1)n1nc(C)c2c(C)n(-c3ccccc3)nc2c1=O (centres undefined)	14%	8%
COc1ccc(N2CCN(C(=O)c3cccc(NC4=NC5CS(=O)(=O)CC5S4)c3)CC2)cc1 (centres undefined)	-25%	6%
COc1cccc(OC)c1C(=O)Nc1cccc(-n2cnnn2)c1	-10%	21%
Cc1cccc(C(=O)Oc2ccc(/C=N/NC(=O)c3ccc(O)cc3)cc2)c1	-10%	-2%
O=C(NC1CCSc2ccccc21)c1ccc(F)c(S(=O)(=O)N2CCOCC2)c1 (centres undefined)	-15%	10%
CC1=C(C(=O)Nc2ccccc2C(=O)NC2CCC(C)CC2)SCCO1 (centres undefined)	-16%	7%
CC(C)c1ccc(NC(=O)C2C3C=CC4(O3)C2C(=O)N(CCCN2CCCCC2)C4C(=O)NC2CCCCC2)cc1 (centres undefined)	-23%	14%
CCc1cc(=O)[nH]c(SCCc2ccccc2)n1	-15%	3%
CCC(CC)Nc1ccc(C(CC(N)=O)NC(=O)c2ccccc2)cc1[N+](=O)[O-] (centres undefined)	-15%	17%
O=C(NCCN1CCOCC1)c1cc(Cl)ccc1Cl	-36%	12%
O=C(NNC(=O)C12CC3CC(CC(C3)C1)C2)c1ccccc1[N+](=O)[O-]	-19%	-4%
COc1ccc(Cl)cc1NC(=O)CCN1C(=O)C2C3CCC(C3)C2C1=O (centres undefined)	-2%	12%
CC1=C(C)CC(C(=O)NC2CCCC2)C(C(=O)O)C1 (centres undefined)	-30%	-2%
O=C(O)c1ccc(-c2nnc(-c3cccc(Br)c3)o2)cc1	-8%	-43%
CCOc1ccccc1N(CC(=O)NC1CCCCC1)S(=O)(=O)c1ccccc1	-20%	-13%
O=C(c1ccc2c(=O)n3c(nc2c1)CCCCC3)N1CCN(c2ccccc2F)CC1	-40%	20%
CCOc1ccccc1NC(=O)CN(C)S(=O)(=O)c1ccc2[nH]c(=O)oc2c1	22%	5%
Cc1ccc(C)c(NC(=O)CN(C)C(=O)c2cccc(S(=O)(=O)N3CCN(Cc4ccccc4)CC3)c2)c1	-4%	37%
COc1ccc(NC(=O)CSc2ccc3nnc(CCNC(=O)c4ccccc4)n3n2)cc1OC	-14%	6%
COc1ccc(C2N=C(c3ccccc3)NO2)cc1OC (centres undefined)	-44%	-38%

Some values from above:
Entry of Cc1ccc(C)c(NC(=O)CN(C)C(=O)c2cccc(S(=O)(=O)N3CCN(Cc4ccccc4)CC3)c2)c1 in NOD1 NF-kB reporter: -4%
Entry of CCc1ccccc1OCCCCN1CCCCC1 in HEK293 NOD2/NF-kB: -20%
Entry of Cc1ccc(S(=O)(=O)NC(=O)COc2cc(C)ccc2C(C)C)cc1 in HEK293 NOD2/NF-kB: 15%
Entry of COc1ccc(CCNC(=O)CCn2c(=O)c3cccn3c3ccc(F)cc32)c(OC)c1OC in HEK293 NOD2/NF-kB: 20%
Entry of Cn1c(SCC(=O)Nc2ccc(F)cc2)nnc1C1CC1 in HEK293 NOD2/NF-kB: 16%
Entry of CCn1c(SC(C)C(=O)Nc2nccs2)nnc1-c1ccncc1 (centres undefined) in HEK293 NOD2/NF-kB: 7%
Entry of CCOc1cc(/C=N/Nc2nc(C)cc(=O)[nH]2)ccc1O in NOD1 NF-kB reporter: -20%
